Assay outcomes from PubChem.
Pf growth 96h – P. falciparum growth inhibition at 96 hours | 320,000 tested, 6.9% active | P. falciparum luciferase reporter growth, 96 h | AID 504834 | Potency, µM (highest dose often 28.7 µM), for the others: top-dose activity change, negative = inhibition, usual class: inhibitors; also: potency is read from the fitted curve at half-maximal effect; % is scaled to controls: 0 for no effect and ±100 for the full control effect
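Delayed-death screen, second-generation endpoint: infected erythrocytes, 2% hematocrit, 0.05% parasitemia final; 96 hours at 37 C, 5% CO2; luciferase detection reagent; luminescence decrease equals reduced growth.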
Pf growth 48h – inhibits P. falciparum growth in the first generation, 48 h; P. falciparum luciferase growth in erythrocytes, 48 h; Potency, µM (top dose mostly 28.7 µM), without a hit: top-dose activity change, negative = inhibition, hits mostly inhibitors; 310,000 tested, 5.9% active; AID 504832; also: potency is read from the fitted curve at half-maximal effect; % is scaled to controls: 0 for no effect and ±100 for the full control effect
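In quantitative HTS format, infected erythrocytes bearing luciferase-reporter parasites were treated for a single generation at 37 C. Luminescence after adding detection reagent served as the growth measure.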
CHX counter – counter-screen for Shiga toxin inhibitors: cycloheximide protein synthesis inhibition. cell reporter, cycloheximide protein synthesis inhibition counterscreen. max response, %. 300,000 tested, 12% active; in the data active = max response mostly above about 13%, no sharp cut-off; inactive = mostly below about 14%; also: read at 38.3 µM for the half of the compounds with a filed dose; 0% is about no effect
Shiga toxin inh – inhibitors of Shiga toxin in Vero cells. Vero cells, Shiga toxin protein synthesis inhibition reporter. inhibition, % at 38.7 µM. 290,000 tested, 9.2% active; in the data active = inhibition mostly above about 28%, no sharp cut-off; inactive = mostly below about 43%; also: 0% is about no effect
HCV inhibitor – blocks hepatitis C virus | Huh7.5.1 HCVcc-Cre infection, luciferase reporter, 44 h | Potency, µM (doses to about 41.8 µM), for the others: top-dose activity change, negative = inhibition, most hits filed as inhibitors | 340,000 tested, 3.4% active; also: potency is read from the fitted curve at half-maximal effect; % is scaled to controls: 0 for no effect and ±100 for the full control effect
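After 44 h co-culture of compound, cells and HCVcc-Cre (~0.5 moi), substrate is added for 15 min at room temperature and luciferase measured over 15 sec. Cells were seeded at 1,000/well and pre-cultured 4 h.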
TbPYK inhibitor – T. brucei pyruvate kinase inhibition. Q57TT1. TbPYK enzyme, Kinase-Glo Plus ATP luminescence, 45 min. Potency, µM (series often up to 76.8 µM), for inactives: top-dose activity, negative = inhibition, hits mostly inhibitors. 410,000 tested, 0.12% active. AID 624173; also: potency is read from the fitted curve at half-maximal effect; % is scaled to controls: 0 for no effect and ±100 for the full control effect; nearly all actives have a fitted effect of over 50% in size
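Glycolytic pyruvate kinase of T. brucei was incubated with substrate, test compound and 130 uM ADP for 45 minutes at room temperature. Luminescent Kinase-Glo Plus signal was measured after 10 minutes.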
LmPK inhibitor – blocks Leishmania mexicana pyruvate kinase activity. Potency, µM (highest dose often 57.5 µM), inactives show at the highest dose activity change, negative = inhibition, actives largely listed as inhibitors. purified LmPK, Kinase-Glo ATP luminescence, 1 h. 290,000 tested, 0.37% active. Q27686. AID 1721; also: potency is read from the fitted curve at half-maximal effect; % is scaled to controls: 0 for no effect and ±100 for the full control effect
Target sequence (Q27686 whole entry, looked up): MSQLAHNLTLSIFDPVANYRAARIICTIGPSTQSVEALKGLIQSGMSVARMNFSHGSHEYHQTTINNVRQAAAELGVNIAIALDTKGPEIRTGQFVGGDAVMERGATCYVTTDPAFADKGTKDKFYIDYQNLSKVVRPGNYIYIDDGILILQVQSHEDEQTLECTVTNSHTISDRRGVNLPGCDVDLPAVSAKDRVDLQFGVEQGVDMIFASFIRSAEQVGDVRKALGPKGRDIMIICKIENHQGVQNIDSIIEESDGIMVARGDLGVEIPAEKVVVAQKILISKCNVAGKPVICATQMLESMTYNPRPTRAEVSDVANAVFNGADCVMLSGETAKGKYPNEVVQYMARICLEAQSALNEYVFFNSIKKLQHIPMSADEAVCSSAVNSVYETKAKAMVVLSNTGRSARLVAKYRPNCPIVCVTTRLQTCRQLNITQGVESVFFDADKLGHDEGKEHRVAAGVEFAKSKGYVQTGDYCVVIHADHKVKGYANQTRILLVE
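In 50 mM imidazole pH 7.2 with 7 mM MgCl2, LmPK (0.1 nM) turned over PEP (0.5 mM) and ADP (0.1 mM) for 1 h at room temperature. Luciferase read-out of ATP.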
The depositor's hits bear a star; i = inactive; ? = inconclusive; . = not tested or not shown; & = joins results of further samples; [ ] = another dose, or the depositor's remark. Unless noted, calls follow the shape of the dose curve; as a rule, active = well fitted curve in the direction sought with a large enough effect; inconclusive = small, poorly fitted or top-dose-only effect, or another doubt; inactive = no such curve, though single readings can be large; an effect the other way counts as inactive or inconclusive. Compounds as they come; any-hit rate near 24%.

SMILES	Pf growth 96h	Pf growth 48h	CHX counter	Shiga toxin inh	HCV inhibitor	TbPYK inhibitor	LmPK inhibitor
COc1ccc(/C=C/C(=O)NC(=S)NNC(=O)c2c(-c3ccccc3)noc2C)cc1	?	53%[activator]	-1	-2	?	-16%	-3%
C=CCn1c(SCC(=O)NCc2ccc3c(c2)OCO3)nnc1-c1cccnc1	-13%	19%	7	4	15%	3%	-5%
CC1(C)CC(=O)c2cnc3nc4ccccc4n3c2C1	.	-17%	-3	15	1%	1%	-3%
CN1CCc2c(sc(/N=C/c3cccs3)c2C(N)=O)C1	51%[activator]	70%[activator]	16	29	-23%	-7%	4%
O=C(COC(=O)/C=C/c1cn(-c2ccccc2)nc1-c1cccnc1)Nc1ccc(Cl)cc1Cl	-13%	9%	3	-16	-16%	-2%	-2%
CCOC(=O)/C=C1\CN(Cc2ccc(OC)cc2)S(=O)(=O)c2ccccc21	?	?	0	8	?	-1%	5%
CNC(=O)COc1coc(CN2CCN(c3cccc(Cl)c3)CC2)cc1=O	8%	-11%	-2	-4	16%	3%	3%
CCOc1ccc(N2CC(C(=O)OCC(=O)c3ccc(OC)cc3)CC2=O)cc1 (stereo unspecified)	-16%	?	32	47	12%	-2%	1%
O=C(CSc1nnc(CNc2ccccc2)o1)N1CCc2ccccc21	32%[activator]	10%	-3	8	-9%	-5%	4%
COc1ccccc1C(=O)Nc1ccnn1C1CCN(C(=O)C(C)(C)C)CC1	11%	-2%	2	20	-5%	-3%	3%
Cn1c(SC/C=C/c2ccccc2)nnc1-c1cccs1	5%	-5%	-2	9	10%	3%	-3%
CC(C)Nc1nc(NC(C)C)nc(OCCOC(=O)c2ccccc2)n1	?	-26%	-2	-8	?	-1%	3%
CCCn1c(N)c(C(=O)CSc2nc3ncc(Cl)cc3[nH]2)c(=O)[nH]c1=O	?	10%	.	.	-18%	-6%	.
Cc1ccccc1S(=O)(=O)Nc1ncc(C(F)(F)F)cc1Cl	20%	4%	1	11	13%	-4%	7%
O=C(C(NS(=O)(=O)c1cccc2nsnc12)c1ccccc1)N1CCN(c2ccccn2)CC1 (stereo unspecified)	?	0%	-3	-13	-10%	8%	-1%
O=C(O)CN1C(=O)/C(=C\c2cccc(OCc3ccc(F)cc3)c2)SC1=S	46%[activator]	12%	13	-6	17%	-7%	1%
CCn1c(C)cc(/C=C2\NC(=O)N(Cc3ccccc3)C2=O)c1C	?	.	-1	-7	?	-12%	1%
COC(=O)c1ccc(N=NN2CCCCC2)cc1	-15%	148%[activator]	38*	127*	1%	3%	-17%
COC(=O)c1ccc(OCC(=O)c2ccccc2OC)cc1	?	.	22*	54	-3%	3%	8%
COC(=O)C(NC(C)=O)(Nc1ccc(C)cn1)C(F)(F)F (stereo unspecified)	-10%	-25%	0	-1	23%	-1%	4%
CCN(CC)CC#CCC(OC)(c1ccccc1)c1ccccc1	-2%	?	-6	-32	6%	-7%	4%
CCOC(=O)[C@H]1[C@H]2COc3ccc(OC)cc3[C@H]2N2C(=O)CNC(=O)[C@@]12C	0%	22%	.	.	-5%	2%	.
CC1(C)CC2CC(C)(CN2S(=O)(=O)c2ccc(N)cc2)C1 (stereo unspecified)	-12%	-29%	10	-14	6%	4%	-3%
CCOc1ccc(NC(=S)N(CCc2ccncc2)C(C)C)cc1	-2%	25%	15	12	18%	-14%	3%

11 compounds from above, ordered by molecular weight, descending.
SMILES	Pf growth 96h	Pf growth 48h	CHX counter	Shiga toxin inh	HCV inhibitor	TbPYK inhibitor	LmPK inhibitor
O=C(C(NS(=O)(=O)c1cccc2nsnc12)c1ccccc1)N1CCN(c2ccccn2)CC1 (stereo unspecified)	?	0%	-3	-13	-10%	8%	-1%
CCCn1c(N)c(C(=O)CSc2nc3ncc(Cl)cc3[nH]2)c(=O)[nH]c1=O	?	10%	.	.	-18%	-6%	.
CCOC(=O)[C@H]1[C@H]2COc3ccc(OC)cc3[C@H]2N2C(=O)CNC(=O)[C@@]12C	0%	22%	.	.	-5%	2%	.
CC(C)Nc1nc(NC(C)C)nc(OCCOC(=O)c2ccccc2)n1	?	-26%	-2	-8	?	-1%	3%
Cc1ccccc1S(=O)(=O)Nc1ncc(C(F)(F)F)cc1Cl	20%	4%	1	11	13%	-4%	7%
CCOc1ccc(NC(=S)N(CCc2ccncc2)C(C)C)cc1	-2%	25%	15	12	18%	-14%	3%
CCn1c(C)cc(/C=C2\NC(=O)N(Cc3ccccc3)C2=O)c1C	?	.	-1	-7	?	-12%	1%
Cn1c(SC/C=C/c2ccccc2)nnc1-c1cccs1	5%	-5%	-2	9	10%	3%	-3%
COC(=O)C(NC(C)=O)(Nc1ccc(C)cn1)C(F)(F)F (stereo unspecified)	-10%	-25%	0	-1	23%	-1%	4%
COC(=O)c1ccc(OCC(=O)c2ccccc2OC)cc1	?	.	22*	54	-3%	3%	8%
COC(=O)c1ccc(N=NN2CCCCC2)cc1	-15%	148%[activator]	38*	127*	1%	3%	-17%

(listing goes on)
SMILES	Pf growth 96h	Pf growth 48h	CHX counter	Shiga toxin inh	HCV inhibitor	TbPYK inhibitor	LmPK inhibitor
CCOC(=O)Cc1ccc(NC(=O)c2cccc([N+](=O)[O-])c2)cc1	9%	10%	21*	62*	-8%	-5%	-15%
COc1ccc(C(=O)c2cnc3cc4c(cc3c2C)OCO4)cc1	-100%	.	-2	-3	-28%	0%	1%
Nc1nc(CN2CCN(c3ccccc3F)CC2)nc(Nc2ccccc2)n1	?	?	-3	11	7%	6%	5%
CN(Cc1nccn1C)C(=O)CC1C(=O)NCCN1Cc1ccc(F)cc1Cl (stereo unspecified)	0%	27%	-1	-7	.	-1%	2%
COc1ccc(NC(=O)Nc2c(C)n(C)n(-c3ccccc3)c2=O)cc1OC	-3%	-14%	-2	22	17%	-3%	-7%
O=C(Nc1ccc(Cl)cc1)OCCn1nnnc1C(c1ccccc1)N1CCOCC1 (stereo unspecified)	45%[activator]	-17%	-2	11	20%	-1%	1%
O=C(Cc1ccc(Cl)c(Cl)c1)NC1CCCCCC1	?	-16%	12*	79*	-9%	-1%	0%
NCCCC[C@H](NC(=O)C1CCNCC1)c1nnc(CN)o1	32%[activator]	41%[activator]	1	-11	.	.	-2%
COC(=O)C(=C/C=C/c1ccco1)C(=O)OC	6%	11%	-2	-4	3%	-1%	-1%
COc1ccc(CCNS(=O)(=O)c2ccc(OC)c(OC)c2)cc1OC	-3%	10%	-2	-8	6%	-4%	-1%
COc1ccc(CCNC(=O)Oc2ccccc2)cc1OC	?	-1%	-5	2	-2%	-3%	5%
O=C(/C=C/c1cccs1)N1CCN(c2ccccc2)CC1	?	-8%	0	-11	0%	-3%	0%
COc1cc(NC(=O)C2CCCN(S(=O)(=O)c3ccc4c(c3)oc(=O)n4C)C2)cc(OC)c1 (stereo unspecified)	-85%	.	-7	-18	-22%	-1%	17%
CCOc1cccc(-n2nnnc2-c2ccc(OC)cc2)c1	2%	?	-3	0	?	-3%	-2%
CC1=C(C(=O)OC(C)C)C(c2ccsc2)NC(=O)N1C (stereo unspecified)	?	-4%	-3	-6	-6%	-3%	8%
CCOc1ccccc1NS(=O)(=O)c1ccc(-n2cccn2)cc1	?	21%	0	-6	-2%	-4%	9%
CCCc1nc2nc(C)c(NS(=O)(=O)c3ccc(CC(C)C)cc3)c(=O)n2[nH]1	-5%	17%	-1	-8	8%	3%&6%	0%
[N-]=[N+]=CC(=O)C(Cc1ccccc1)N1C(=O)c2ccccc2C1=O (stereo unspecified)	.	?	-3	15	-3%	-1%	-2%
CCOc1cc(C(=O)Nc2nnc(S(=O)(=O)N3CCOCC3)s2)cc(OCC)c1OCC	?	0%	-2	17	-2%	-2%	4%
Cc1cccc(OCC(=O)N2CCN(C(=O)COc3ccc(Cl)cc3)CC2)c1	?	?	-5	-1	?	1%	0%
O=C(NCC1CCCN1S(=O)(=O)c1ccccc1)c1cccc(Cl)c1 (stereo unspecified)	?	?	.	.	?	1%	.
C/C(=N\OCC(=O)Nc1ccc(OC(F)(F)F)cc1)c1ccc2c(c1)OCCO2	?	-3%	3	12	8%	2%	0%
CC1(C)CC(=O)C2=C(C1)Nc1cc(Cl)ccc1S2	17%	?	7	17	-20%	-4%	-2%
COc1ccc(N(C(=O)c2ccco2)C(C(=O)NC2CCCC2)c2cccs2)cc1 (stereo unspecified)	-13%	-27%	6	18	-25%	-6%	-3%

Entries of single compounds, quoted from the list. Order of screens: Pf growth 96h | Pf growth 48h | CHX counter | Shiga toxin inh | HCV inhibitor | TbPYK inhibitor | LmPK inhibitor
`C/C(=N\OCC(=O)Nc1ccc(OC(F)(F)F)cc1)c1ccc2c(c1)OCCO2` across the screens: ? | -3% | 3 | 12 | 8% | 2% | 0%
`COc1ccc(NC(=O)Nc2c(C)n(C)n(-c3ccccc3)c2=O)cc1OC` across the screens: -3% | -14% | -2 | 22 | 17% | -3% | -7%

Additional compounds.
SMILES	Pf growth 96h	Pf growth 48h	CHX counter	Shiga toxin inh	HCV inhibitor	TbPYK inhibitor	LmPK inhibitor
COC(=O)Cc1c[nH]c2cccc(OCC(O)CN(Cc3ccc([N+](=O)[O-])cc3)C(C)(C)C)c12 (stereo unspecified)	3.3µM*	9.3µM*	4	23	-20%	6%	-1%
CCOC(=O)N1CCC(C(N)=O)CC1	-38%	.	-3	-9	19%	3%	-5%
Cc1cc2c(cc1S(=O)(=O)Nc1ccc(F)cc1)n(C)c(=O)c(=O)n2C	?	7%	2	2	10%	-1%	-3%
N#CC(=C=[N-])/C=C(\C(=O)c1ccccc1)[n+]1ccccc1	13%	31%	6	5	?	-1%	-3%
O=C(N/N=C/c1ccc(C(=O)O)cc1)C1=NNC(c2ccccc2)(c2ccccc2)C1	?	?	-3	-4	7%	-9%	1%
Cc1cc(C(=O)CN2CCCC2)c(C)n1-c1ccc(Cl)cc1	-10%	-19%	9	21	?	0%	6%
CCOc1ccc(NS(=O)(=O)c2cc(C(=O)N3CCN(C(C)=O)CC3)ccc2Cl)cc1	?	-29%	2	8	20%	0%	-2%
Cc1ccc(-c2cnc3cc(C)nn3c2)cc1	.	i	20	47	7%	3%	-22%
COc1ccc(-c2cccc([C@H]3[C@@H]4C=CC[C@@H](C)[C@@H]4C(=O)N3Cc3ccccc3)c2)cc1	.	.	8	i	?	0%	.
COC(=O)c1ccc(COc2ccccc2/C=C(\C#N)C(=O)Nc2ccccc2C)cc1	11%	29%	-2	29	12%	7%	1%
C/C(N)=C(/C#N)C(=O)COC(=O)COc1ccc(Cl)cc1C	38%[activator]	.	-1	-15	33%[activator]	1%	12%
Oc1c(C(c2ccccn2)N2CCCCC2)cc(Cl)c2cccnc12 (stereo unspecified)	?	?	-1	20	10µM*	68%[activator]	14%
Cc1nn(-c2ccc(Cl)cc2)c(=O)c2ccccc12	123%[activator]	74%[activator]	48*	98*	5%	-3%	1%
COc1cc(NC(=O)C(c2ccccc2)c2ccccc2)c(C(=O)O)cc1OC	?	0%	0	-6	1%	3%	0%
CCN(CC)CCCN=Cc1c(-c2ccccc2)[nH]n(-c2nc3ccccc3s2)c1=O	0%	-13%	-1	-7	-6%	-5%	0%
